RAD52 anneal inh = inhibitors of human RAD52 DNA annealing; P43351; recombinant RAD52 DNA annealing, FRET fluorescence; inhibition, % at 18.7 µM; hit rate 0.46% among 360,000; AID 651710;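 active means every replicate showing at least 50% inhibition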
ERp5 inh = blocks human ERp5 reductase activity on insulin. ERp5 insulin aggregation, absorbance 650 nm, 90 min. inhibition, % at 9.99 µM. hit rate 0.05% among 350,000;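 active means mean replicate inhibition above about 25%, with every replicate also reaching it, limit read from the data, passing the limit was not always enough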
Target sequence (Q15084 whole entry, looked up): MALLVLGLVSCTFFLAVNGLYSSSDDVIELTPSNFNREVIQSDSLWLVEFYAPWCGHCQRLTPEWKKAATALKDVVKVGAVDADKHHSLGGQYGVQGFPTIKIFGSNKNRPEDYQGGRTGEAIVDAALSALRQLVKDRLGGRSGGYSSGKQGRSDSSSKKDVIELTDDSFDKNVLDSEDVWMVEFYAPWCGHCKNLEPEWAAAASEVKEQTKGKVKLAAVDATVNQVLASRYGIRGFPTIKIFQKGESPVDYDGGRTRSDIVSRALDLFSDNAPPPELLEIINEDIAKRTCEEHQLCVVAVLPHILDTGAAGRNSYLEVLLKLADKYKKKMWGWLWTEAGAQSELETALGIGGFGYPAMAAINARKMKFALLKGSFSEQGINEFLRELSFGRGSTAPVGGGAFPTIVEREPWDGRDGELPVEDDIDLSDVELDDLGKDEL
PglD inh = blocks C. jejuni PglD acetyltransferase activity; purified PglD enzyme, DTNB colorimetric CoA detection; inhibition, % at 12.5 µM; hit rate 0.098% among 360,000; in the data active means inhibition above about 16%, passing the limit was not always enough; further: strong numbers were not always called active
CASP6 VEID inh = caspase-6 (human) enzyme inhibition; P55212; purified caspase-6, Z-VEID-R110 cleavage fluorescence; inhibition, % at 12.5 µM; hit rate 0.53% among 350,000;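 active means mean inhibition across replicates at least about 35%, with every replicate also reaching that limit, limit read from the data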;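 further: 0% = median of neutral control wells and 100% = no fluorescence left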
ARNT-TACC3 inh = disruptors of human ARNT/TACC3 interaction | hit rate 0.66% among 390,000 | Q9Y6A5 | inhibition, % at 9.99 µM | AlphaScreen His-ARNT PAS-B/GST-TACC3 binding, luminescence; TACC3 fragment carries E629A point mutation;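 active means mean inhibition of replicates at least 50% and at least half of replicates each reaching 50%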;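 further: 0% = complete ARNT plus TACC3 wells and 100% = ARNT alone without TACC3; many hits fall short of the cut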
RAD54 inh = blocks human RAD54 Holliday junction branch migration; inhibition, % at 10.4 µM; FAM/BHQ fluorescence; hit rate 0.14% among 360,000; Q92698;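 active means mean normalized replicate activity at least 40 and at least half of replicates scoring 40 or more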;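 further: 0% = median of neutral control wells and 100% = median of positive control wells; inhibitors cause a drop in the FAM fluorescence signal; in these data hits start at about 50%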
E-selectin induc = E-selectin induction on HUVECs; HUVEC E-selectin immunofluorescence imaging; normalized: neutral wells 0, TNF-alpha wells 100; activation, % at 7.58 µM; hit rate 0.37% among 260,000;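 active means mean E-selectin-positive cell signal at least 10% of the positive control, reached in at least 60% of replicates, without over 20% cell loss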;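 further: in these data hits start at about 27%; measured in HUVEC primary endothelial cells; signal is the percent of cells scored E-selectin positive by PE staining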
Target sequence (P16581 whole entry, looked up): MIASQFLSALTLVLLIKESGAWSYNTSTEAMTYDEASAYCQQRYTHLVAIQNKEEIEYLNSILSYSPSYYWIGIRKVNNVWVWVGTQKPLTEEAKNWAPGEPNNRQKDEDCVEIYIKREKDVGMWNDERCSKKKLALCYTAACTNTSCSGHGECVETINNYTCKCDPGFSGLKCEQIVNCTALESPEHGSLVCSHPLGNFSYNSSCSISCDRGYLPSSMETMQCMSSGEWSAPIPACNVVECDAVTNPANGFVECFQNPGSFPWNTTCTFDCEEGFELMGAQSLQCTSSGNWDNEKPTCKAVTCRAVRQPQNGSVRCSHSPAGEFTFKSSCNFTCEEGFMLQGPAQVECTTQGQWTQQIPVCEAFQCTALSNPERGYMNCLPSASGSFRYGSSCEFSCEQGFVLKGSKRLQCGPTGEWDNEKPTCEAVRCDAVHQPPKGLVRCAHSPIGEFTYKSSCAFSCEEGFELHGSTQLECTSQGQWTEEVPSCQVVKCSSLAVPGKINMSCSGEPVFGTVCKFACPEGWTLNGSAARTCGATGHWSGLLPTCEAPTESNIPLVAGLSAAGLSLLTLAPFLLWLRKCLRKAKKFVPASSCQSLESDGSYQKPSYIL
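Assay system: HUVEC primary endothelial cells. Input: 3,000 HUVEC seeded per well. Doses: one compound dose added by pin transfer. Read-out basis: % PE-positive cells. Benchmarks: TNF-alpha high, DMSO low. Detection: immunofluorescence imaging. Buffer or medium: EGM-2, gelatin.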
esBAF inh = inhibitors of esBAF chromatin remodeling in mouse ES cells; Bmi1-luciferase knock-in reporter, 24 h; 100% = twice the neutral-well signal; reporter increase, % at 12.5 µM; hit rate 2% among 350,000; in the data active means activation above about 40%;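 further: 0% = median of the plate's neutral control wells and 100% = double that signal; a rise in the Bmi1 reporter signal indicates esBAF inhibition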
The depositor's hits bear a star; i = inactive; nt = not tested or not shown; & = joins results of further samples.

Structure | RAD52 anneal inh | ERp5 inh | PglD inh | CASP6 VEID inh | ARNT-TACC3 inh | RAD54 inh | E-selectin induc | esBAF inh
Nc1nnc(-c2cccnc2)s1 | nt | nt | -2 | nt | -6 | -1 | nt | -12
O=C(CNC(=O)c1cccs1)OCC(=O)c1ccccc1 | 1 | 3 | -1 | -3 | 5 | -18 | nt | 4
C[C@@H]1CN([C@H](C)CO)C(=O)c2cc(C3=CCCC3)cnc2O[C@@H]1CN(C)Cc1ccccc1 | 6 | 2 | -3 | -2 | 1 | 1 | 0.0 | 1
Cc1ccc(CNC(=O)C2CCCN(S(=O)(=O)N3CCC(C)CC3)C2)cc1 (stereo unspecified) | -8 | -8 | -6 | -3 | -6 | 0 | nt | -1
COc1ccc(C2=NN(c3ccccc3)C(c3cn(CCC(=O)O)nc3-c3ccccc3)C2)cc1 (stereo unspecified) | -18 | 7 | nt | 8 | -25 | nt | -0.2 | nt
Cc1nn(C)c(C)c1CNC(=O)c1nn2c(c1Cl)NC(c1cccs1)CC2C(F)(F)F (stereo unspecified) | -3 | 4 | -6 | -1 | 2 | -6 | nt | -12
CC(NCc1cccs1)C(=O)NC1CCCCC1 (stereo unspecified) | 1 | -2 | nt | 4 | -11 | nt | 0.3 | nt
CC(C)(C)c1ccc(/C=C/C(=O)NCCCN2CCOCC2)cc1 | 0 | 2 | -7 | -4 | 1 | -9 | nt | -33
O=C(CCc1nnc2ccc(N3CCC4(CC3)OCCO4)nn12)N1CCCCC1 | 8 | -3 | -3 | -1 | 2 | 2 | nt | -4
COc1cccc(CN2CCNC(=O)C2CC(=O)NC2CCCC2)c1OC (stereo unspecified) | -13 | 2 | 2 | -5 | 2 | -1 | nt | 0
CCOc1ccccc1OCCCC(=O)ON=C(N)c1ccccc1 | -5 | 2 | -3 | 0 | -18 | -8 | 0.0 | -8
O=[N+]([O-])c1cccc(CN2CCN(c3ncccn3)CC2)c1 | -3 | 4 | 1 | -2 | -5 | -15 | nt | 6
CCN1CCC[C@H]1CNC(=O)c1c(O)c(Cl)cc(Cl)c1OC | -12 | -1 | 4 | -1 | -3 | 0 | -0.2 | 5
Cc1ccc(N(C(=O)c2ccc(S(=O)(=O)N3CCOCC3)cc2)C2C=CS(=O)(=O)C2)cc1C (stereo unspecified) | -3 | -3 | nt | -2 | -1 | nt | 0.1 | nt
CC(C)CC(=O)N/N=C/c1c(N)n(C)c(=O)n(C)c1=O | -4 | -2 | nt | -1 | 16 | nt | 5.5 | nt
CCCCC(=O)NC1(C(F)(F)F)C(=O)N(Cc2ccco2)C(C)=C1C(=O)OC (stereo unspecified) | nt | nt | -4 | nt | -4 | 1 | nt | 4
COc1ccc(Cc2nc3ccccc3n2C)cc1 | 10 | -4 | nt | -5 | -2 | nt | 0.1 | nt
COc1ccc(CCNC(=O)c2cnn3c(C(F)F)cc(C)nc23)cc1OC | -18 | -3 | 3 | 2 | -1 | -4 | 0.1 | -6
CC1(C)NC(=O)N(CC(=O)OCC(=O)Nc2c(Br)cc([N+](=O)[O-])cc2Br)C1=O | -6 | 7 | 2 | 6 | 8 | 6 | -0.4 | -5
Cc1cc(Cl)ccc1OCC(=O)Nc1ccccc1NS(=O)(=O)c1cccs1 | -4 | 23 | nt | -3 | 21 | nt | 3.4 | -6

Reformatted with two lines to a compound: part of the list above.
Second line of a record – RAD52 anneal inh | ERp5 inh | PglD inh | CASP6 VEID inh | ARNT-TACC3 inh | RAD54 inh | E-selectin induc | esBAF inh
Cc1ccc(N(C(=O)c2ccc(S(=O)(=O)N3CCOCC3)cc2)C2C=CS(=O)(=O)C2)cc1C (stereo unspecified)
  -3 | -3 | nt | -2 | -1 | nt | 0.1 | nt
CC(C)CC(=O)N/N=C/c1c(N)n(C)c(=O)n(C)c1=O
  -4 | -2 | nt | -1 | 16 | nt | 5.5 | nt
CCCCC(=O)NC1(C(F)(F)F)C(=O)N(Cc2ccco2)C(C)=C1C(=O)OC (stereo unspecified)
  nt | nt | -4 | nt | -4 | 1 | nt | 4

(continued)
Structure | RAD52 anneal inh | ERp5 inh | PglD inh | CASP6 VEID inh | ARNT-TACC3 inh | RAD54 inh | E-selectin induc | esBAF inh
O=C(NC1CCCCC1)[C@@H]1[C@@H](CO)[C@@H]2Cn3c(cccc3=O)[C@@H]2N1CC1CCCC1 | -5 | 0 | nt | 1 | nt | nt | -0.2 | nt
O=C(NN=C1CCCCCCCCCCC1)c1ccncc1 | 9 | -1 | nt | 1 | 2 | 4 | nt | nt
C#CCOCCOCCOCCNc1nc(N2CCN(C(=O)CCCCCCCCCCNC(=O)[C@H]([C@@H](C)CC)n3cc(CCCCCN)nn3)CC2)nc(N2CCN(C(=O)CCCCCCCCCCNC(=O)[C@H]([C@@H](C)CC)n3cc(CCCCN=C(N)N)nn3)CC2)n1 | nt | nt | -5 | nt | -34 | -2 | nt | -14
CC(=O)N(C)C[C@@H]1Oc2ncc(-c3ccc(C(=O)N(C)C)cc3)cc2C(=O)N([C@@H](C)CO)C[C@@H]1C | -16 | 1 | -1 | -1 | -1 | 3 | 0.4 | 1
CCN(CC(=O)Nc1c(F)cccc1F)C(=O)c1nc2nc(C)cc(C)n2n1 | -17 | 4 | nt | 4 | -1 | nt | 0.1 | -7
O=C(Nc1cc(F)ccc1F)N1CCCCN2[C@H](CO)[C@@H](c3ccc(-c4ccncc4)cc3)[C@@H]2C1 | -24 | -7 | 0 | 0 | 4 | -2 | 0.7 | nt
CC(/C=N/n1c(-c2cccnc2)n[nH]c1=S)=C\c1ccccc1 | nt | nt | 5 | nt | 0 | 4 | 0.3 | -8
Cc1ccc(S(=O)(=O)N2CCN(C)CC2c2ccccc2)cc1 (stereo unspecified) | 5 | 4 | -5 | -3 | -4 | -9 | -0.1 | -1
CN(C)c1ccc(N=Nc2ccccc2Br)cc1 | -14 | 3 | 1 | 1 | 21 | 3 | 1.0 | -31
CN(/N=C/c1ccc(Cl)cc1Cl)c1ncc(Cl)cc1C(F)(F)F | -4 | 1 | -11 | -2 | 0 | -10 | nt | 5
CC(=O)N(C)C[C@H]1[C@H](c2ccc(-c3ccccc3)cc2)[C@@H](CO)N1C(=O)C1CC1 | -8 | 8 | 0 | 0 | -7 | -5 | 0.0 | 1
COc1ccc(C(C#N)c2nc3ccccc3nc2Cl)cc1 (stereo unspecified) | -2 | -1 | -1 | -3 | -22 | 7 | nt | -3
O=C(C[C@@H]1CC[C@@H]2[C@H](COC[C@H](O)CN2Cc2ccccc2F)O1)N[C@H]1CCN(Cc2ccccc2)C1 | -9 | -2 | -1 | 3 | 11 | 1 | -0.1 | 1
COCCCn1c(=O)/c(=C/c2ccccc2OC(C)C)s/c1=C(\C#N)C(=O)Nc1ccc(C(=O)O)cc1 | i | -4 | 5 | 28 | nt | -5 | 0.3 | -2
CC(NS(=O)(=O)c1ccc(Cl)cc1)C(=O)NCCC1=CCCCC1 (stereo unspecified) | -45 | -2 | -3 | -2 | 1 | -3 | -0.8 | 25
CCCS(=O)(=O)C(=C1Nc2ccccc2N1)S(=O)(=O)CCC | nt | nt | 2 | nt | -3 | 3 | nt | -2
O=C(Nc1ccc2c(c1)OCCO2)c1cccnc1Oc1ccccc1 | -9 | 2 | 11 | 1 | 0 | -3 | -0.1 | 0
CCCCCCC1/C(=N/O)CCC1C(=O)OC (stereo unspecified) | nt | nt | 4 | nt | 2 | 2 | nt | -6
COc1ccc(NC(=O)Nc2cccc3c2O[C@H](CN(C)C(=O)NC(C)C)[C@@H](C)CN([C@@H](C)CO)C3=O)cc1 | 2 | 4 | -3 | 3 | -1 | 5 | 1.4 | 1
COc1cccc(C(=O)N(Cc2cccs2)C2CCS(=O)(=O)C2)c1 (stereo unspecified) | 1 | 3 | 1 | -4 | 6 | 5 | -0.1 | 1

Following part
Structure | RAD52 anneal inh | ERp5 inh | PglD inh | CASP6 VEID inh | ARNT-TACC3 inh | RAD54 inh | E-selectin induc | esBAF inh
CO[C@H]1CN(C)C(=O)c2cc(NC(=O)Nc3cc(F)ccc3F)ccc2OC[C@@H](C)N(C(=O)c2ccccn2)C[C@H]1C | -11 | 0 | 3 | 2 | 5 | -2 | -0.1 | 4
Cn1nc(C(F)(F)F)c(-c2ccccc2)c1NC(=O)CCC(=O)O | -6 | 1 | 4 | 3 | 6 | 3 | 0.1 | nt
S=c1c2c(nc3nc[nH]n13)CCC2 | -9 | 7 | nt | 3 | 35* | nt | 0.1 | nt
Fc1ccc(CNC2CCN(Cc3ccccc3)CC2)cc1 | -14 | 4 | -4 | -18 | -29 | 1 | nt | 0
CSc1nsc(SC)c1NC(=O)OC1CCCCC1 | nt | nt | -3 | nt | -5 | -6 | nt | 1
C[C@H](CO)N1C[C@H](C)[C@H](CN(C)C(=O)Nc2ccc(F)cc2)OCc2cnnn2CCCC1=O | -3&9 | 6&-1 | -3 | -1&1 | 3 | 0 | -0.1&-0.1 | -10&2
CC(=O)Nc1ccc(C(=O)OCC(=O)N(C)C2CCCCC2)cc1 | 2 | -8 | nt | 3 | 2 | nt | nt | nt
CCCN1CCN(CCCNC(=O)C(CC)n2nc(C)n3c(cc4occc43)c2=O)CC1 (stereo unspecified) | -10 | 1 | 0 | -29 | 8 | -9 | nt | -7
COc1ccc(NC(=O)Nc2ccc3c(c2)CC(=O)N([C@@H](C)CO)C[C@@H](C)[C@H](CN(C)C(=O)NC2CCCCC2)O3)cc1 | 3 | 6 | -1 | -1 | 8 | 2 | -0.3 | 3
N#Cc1cc2c(nc1SCC(O)CS(=O)(=O)Cc1ccccc1)CCCC2 (stereo unspecified) | -11 | -1 | -8 | 6 | -21 | -3 | nt | 23
CCC(=O)N(C)C[C@@H]1Oc2cc(C#CC3CCCC3)ccc2S(=O)(=O)N([C@H](C)CO)C[C@H]1C | 9 | -2 | -2 | -1 | 1 | -4 | 0.2 | 1
Cc1cccc(C)c1NC(=O)C(c1cc2ccccc2o1)N1CCC(c2ccccc2)CC1 (stereo unspecified) | -12 | -2 | nt | -2 | nt | nt | 4.5 | nt
COc1ccccc1C(=O)Nc1nc2ccccc2s1 | 7 | 0 | 0 | -1 | -3 | -1 | 0.8 | -84
C=CCC[C@@H](Cc1ccc(F)cc1)C(=O)OC[C@H](Cc1c[nH]c2ccccc12)NC(=O)[C@H](CC=C)CC(=O)NCCO | -7 | 4 | 0 | -1 | 15 | -7 | -0.3 | 1
CC(=O)Nc1ccc(-c2ccnc3c2CC(C(=O)NCCC(F)(F)F)O3)cc1 (stereo unspecified) | 1 | -6 | -14 | 1 | nt | 1 | 0.0 | 14
COc1ccc(S(=O)(=O)Nc2ccc3c(c2)C(=O)N([C@H](C)CO)C[C@@H](C)[C@H](CN(C)S(=O)(=O)c2ccc(OC)cc2)OCCCC[C@@H](C)O3)cc1 | nt | nt | 2 | nt | -9 | -8 | -0.2 | 8
CCC(=O)N(C)C[C@H]1Oc2cc(C#CCOC)ccc2S(=O)(=O)N([C@H](C)CO)C[C@H]1C | -10 | 10 | -1 | 1 | 2 | -4 | -0.1 | -6
N#CCSc1nc(Nc2ccc3c(c2)OCO3)c2ccccc2n1 | -15 | -4 | 0 | 1 | 7 | 0 | nt | -6
CC(=O)c1cn(CC(=O)Nc2ccccc2)c2ccccc12 | nt | nt | 0 | nt | -3 | 3 | nt | 0
Cc1cc(-c2ccco2)n2c(nc3ccccc32)c1C#N | nt | nt | 0 | nt | -2 | 2 | nt | 6
COc1ccc(NC(=O)Cn2nnc(-c3ccccc3F)n2)cc1Cl | nt | nt | 4 | nt | -3 | 7 | nt | -2
C=CCn1c(SCc2ccccc2F)nc2cc(C(=O)O)ccc2c1=O | 2 | 1 | 0 | 7 | nt | -8 | 0.0 | 0
CN(C)c1cccc2c(S(=O)(=O)NCC3CCN(C(=O)C(=O)c4cc5ccccc5o4)CC3)cccc12 | 1 | 5 | nt | 0 | nt | nt | -0.1 | nt

Screening data from PubChem BioAssay.
